# MBNL1 CUG block: MBNL1-poly(CUG) RNA binding inhibition | Q9NR56 | TR-FRET MBNL1-His/biotin-(CUG)12 binding, 665/545 ratio | Potency, µM (doses to about 57.5 µM), for the others: top-dose activity change, negative = inhibition, usual class: inhibitors | 280,000 compounds, 0.036% hits | AID 2675; active = well fitted inhibition curve with a large enough effect in the signal ratio, with a control signal flat, not every such curve was filed as active; inconclusive = small, poorly fitted or top-dose-only effect, or effect the other way, or a change in a side signal; inactive = no such curve, though single readings can be large or run the other way; the % refers to the signal ratio; note: % is set by controls: 0 for no effect and ±100 for the full control effect
# Target sequence (Q9NR56 whole entry, looked up): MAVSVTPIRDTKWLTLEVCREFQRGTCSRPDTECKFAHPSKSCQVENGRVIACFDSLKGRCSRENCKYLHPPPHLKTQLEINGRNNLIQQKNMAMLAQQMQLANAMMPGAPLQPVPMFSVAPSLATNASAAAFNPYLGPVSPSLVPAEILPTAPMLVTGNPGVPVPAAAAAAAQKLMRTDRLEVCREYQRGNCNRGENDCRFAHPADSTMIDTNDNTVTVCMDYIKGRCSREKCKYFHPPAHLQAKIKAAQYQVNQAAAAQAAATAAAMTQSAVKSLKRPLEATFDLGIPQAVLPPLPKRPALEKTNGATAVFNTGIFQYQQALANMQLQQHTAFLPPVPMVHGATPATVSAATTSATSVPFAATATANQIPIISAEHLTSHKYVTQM
#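 His-tagged MBNL1 binding to biotinylated (CUG)12 RNA was measured by TR-FRET using terbium anti-His antibody (0.055 ng/ul final) and streptavidin-XL665 (5 nM final). Compounds were titrated 92 nM to 58 uM; 60 min at room temperature.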
# VP16 counter: inhibits Gal4-VP16 luciferase reporter, ROR gamma counter-screen; 310,000 compounds, 3.5% hits; AID 2546; Potency, µM (doses to about 53.6 µM), inactives show at the highest dose activity, negative = inhibition, usual class: inhibitors; Drosophila S2 Gal4-VP16 UAS-luciferase, luminescence, 20 h;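 note: Gal4-VP16 expression switched on by copper sulfate through the metallothionein promoter; % is set by controls: 0 for no effect and ±100 for the full control effect; nearly all actives have a fitted effect of over 50% in size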
# NPC1 prom act: activates the NPC1 promoter. Potency, µM (highest dose often 9.22 µM), for the others: at the top dose activation, most hits filed as activators. 320,000 compounds, 2.4% hits. Huh7 NPC1 promoter luciferase reporter, 24 h;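 note: % of control where 0% means no effect; nearly all actives have a fitted effect of over 60% in size; reporter is driven by a mutant NPC1 promoter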
#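 Huh7 cells stably carrying NPC1 promoter–luciferase, plated in Opti-MEM with 10% FBS for 2 h, were exposed to compound in DMSO for 24 h at 37 °C; luciferase reagent was added for 10 min and luminescence read.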
# p53 reactivation: mutant p53 re-activation in reporter cells; H1299 p53-A138V BP100-luciferase reporter, luminescence, 24 h; Potency, µM (highest dose often 92.2 µM), for the others: at the top dose activity change, positive = activation, actives largely listed as activators; 320,000 compounds, 0.063% hits; AID 504706; note: % of control where 0% means no effect; nearly all actives have a fitted effect of over 45% in size
#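 p53-null H1299 cells stably carrying temperature-sensitive p53-A138V and a BP100-luciferase reporter were pinned with compounds (4-point, 1:5 series) and held 24 hrs at 37 deg C. Luminescence was read 10 min after detection reagent.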
# FLuc counter: inhibits or activates purified firefly luciferase, miR-21 counter-screen; P08659; Potency, µM (titrated, usually from 57.5 µM), without a hit: at the top dose activity change, negative = inhibition, actives largely listed as inhibitors; 360,000 compounds, 6.9% hits; purified FLuc, Km substrates, luminescence inhibition; AID 588342;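 note: plate controls were vehicle for no effect and reference inhibitor for full effect; nearly all actives have a fitted effect of over 55% in size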
# Target sequence (P08659 whole entry, looked up): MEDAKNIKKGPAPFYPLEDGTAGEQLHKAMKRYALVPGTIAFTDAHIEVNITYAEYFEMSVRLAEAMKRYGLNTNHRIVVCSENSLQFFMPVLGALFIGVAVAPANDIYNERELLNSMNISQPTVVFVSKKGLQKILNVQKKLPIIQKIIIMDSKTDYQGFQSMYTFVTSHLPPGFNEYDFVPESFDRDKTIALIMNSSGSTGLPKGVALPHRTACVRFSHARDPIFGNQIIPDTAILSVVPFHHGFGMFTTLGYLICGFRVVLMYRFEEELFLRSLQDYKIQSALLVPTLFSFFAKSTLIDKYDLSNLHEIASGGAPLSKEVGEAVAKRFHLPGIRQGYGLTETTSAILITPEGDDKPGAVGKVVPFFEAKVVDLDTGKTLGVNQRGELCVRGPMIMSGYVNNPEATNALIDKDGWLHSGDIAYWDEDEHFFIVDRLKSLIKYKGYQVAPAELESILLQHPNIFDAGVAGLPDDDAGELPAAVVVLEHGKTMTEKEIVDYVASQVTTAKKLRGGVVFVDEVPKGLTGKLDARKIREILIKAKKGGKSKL
#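 Purified P. pyralis luciferase (10nM final) with 10uM D-luciferin and 10uM ATP (Km levels) in 50mM Tris acetate pH 7.5, 10mM Mg acetate, 0.01% Tween-20, 0.05% BSA; qHTS 6-point titration, ~60 µM downward; luminescence read.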
# Rab9 prom act: activates the Rab9 promoter | Huh7 Rab9 promoter-luciferase reporter, luminescence, 24 h | Potency, µM (titrated, usually from 9.22 µM), for the others: at the highest dose activation, negative = inhibition, usual class: activators | 320,000 compounds, 2.8% hits | AID 485297; note: % of control where 0% means no effect; nearly all actives have a fitted effect of over 60% in size
#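 Using Huh7 cells stably transfected with Rab9 promoter–luciferase, compounds were incubated 24 h at 37 °C, 5% CO2; luciferase luminescence was read 10 min after reagent addition.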
# BRCA1 expr up: increases BRCA1 expression; MCF7-BRCA1-FFLuc reporter, luminescence, 48 h; response scale: scaled: vehicle 0%, 10 µM genistein 100%; Potency, µM (series often up to 46.1 µM), inactives show top-dose activation, actives largely listed as activators; 380,000 compounds, 1.1% hits; AID 624202; note: nearly all actives have a fitted effect of over 80% in size; some results filed as inactive show a strong effect at the top dose
#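 Luminescence from a BRCA1-driven firefly luciferase in MCF7 cells was read after 48 h compound exposure at 37 C. Data normalized against DMSO and a 10microM genistein activation control, then curve-fitted across the titration.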
# ELG1 genotox: genotoxicity induction in ELG1-luciferase HEK293T cells | HEK293T ELG1-luciferase reporter, luminescence, 16 h | Potency, µM (titrated, usually from 46 µM), without a hit: at the top dose activity change, positive = activation, hits mostly activators | 330,000 compounds, 1.3% hits | AID 504466; note: % of control where 0% means no effect; nearly all actives have a fitted effect of over 60% in size
#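 Screening used a luciferase reporter fused to human ELG1 in HEK293T cells. Luminescence was read on a CCD plate imager after 16 hr exposure and 30 min ONE-Glo incubation.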
# uPA generation: blocks generation of uPA at the cell surface; cell surface uPA generation assay, qHTS; Potency, µM (highest dose often 38.3 µM), inactives show at the top dose activity change, negative = inhibition, actives largely listed as inhibitors; 330,000 compounds, 0.31% hits; AID 540303; active = well fitted inhibition curve with a large enough effect; inconclusive = small, poorly fitted or top-dose-only effect; inactive = no such curve, though single readings can be large or run the other way; tested in mouse RAW 264.7 cells; note: % is set by controls: 0 for no effect and ±100 for the full control effect; nearly all actives have a fitted effect of over 55% in size
# RORg inh: ROR gamma (mouse) transcription inhibition; P51450; Drosophila S2 Gal4-RORgamma UAS-luciferase reporter, 20 h; AID 2551; Potency, µM (series often up to 53.6 µM), for the others: at the top dose activity change, negative = inhibition, usual class: inhibitors; 310,000 compounds, 5.4% hits; note: % is set by controls: 0 for no effect and ±100 for the full control effect; nearly all actives have a fitted effect of over 60% in size
#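 Drosophila S2 cells stably expressing Gal4-DBD/mouse RORγ fusion under metallothionein promoter plus UAS-luciferase; compound 1 h, then 700 uM CuSO4 induction for 20 h at ambient temperature; inhibition read as reduced luminescence.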
# The depositor's hits bear a star; u = inconclusive; x = not tested or not shown; & = joins results of further samples; [ ] = remark or other dose. Unless noted, calls come from the whole dose curve; as a rule, active = well fitted curve in the direction sought with a large enough effect; inconclusive = small, poorly fitted or top-dose-only effect, or another doubt; inactive = no such curve, though single readings can be large; an effect the other way counts as inactive or inconclusive. Potency is the fitted concentration of half-maximal effect.
no.	SMILES	MBNL1 CUG block	VP16 counter	NPC1 prom act	p53 reactivation	FLuc counter
1	COc1ccc(OCCOC(=O)c2ccc(F)c(S(=O)(=O)N3CCOCC3)c2)cc1	x	x	0%	-4%	-3%
2	COC(=O)c1c(NC(=O)CSc2nncs2)sc2c1CCCCC2	-5%	-5%	1%	4%	u
3	CCOC(=O)CNC(=O)CSc1nnc(-c2ccco2)n1N	2%	1%	12%	-1%	1%
4	CC(Cc1ccccc1)NC(=O)CCCN1C(=O)c2ccccc2C1=O (stereo unspecified)	6%	0%	0%	-3%	-1%
5	O=C(CC(=O)c1ccccc1)Nc1ccccn1	3%	-3%	2.5µM*	u	11µM*
6	CCCc1cc(=O)oc2cc(C)cc(OCC(=O)Nc3ccccn3)c12	4%	4%	-3%	-6%	4%
7	N#Cc1ccccc1COC(=O)c1cccnc1N	x	2%	0%	7%	-11%
8	CC(C)(Oc1ccc(Cl)cc1)C(=O)NC1CCCCC1	x	x	12%	6%	5%
9	CN1C(=O)/C(=C/c2cccc(Cl)c2)Sc2ccc(C(=O)N3CCOCC3)cc21	u	-3%	-11%	13%	-16%
10	COc1ccccc1C(=O)Nc1c(C(=O)N(CCN(C)C)Cc2ccco2)oc2ccccc12	-4%	-6%	-2%	-10%	1%&-4%
11	CCOC(=O)N1CCC(NC(=O)CS(=O)(=O)Cc2nc(-c3ccccc3Cl)oc2C)CC1	2%	2%	2%	-5%	1%
12	CCCc1nc2ccccc2c(=O)n1/N=C/c1ccccc1O	6%	10µM*	2%	9%	-1%

no.	Rab9 prom act	BRCA1 expr up	ELG1 genotox	uPA generation	RORg inh
1	-2%	-12%	-1%	-1%	x
2	-2%	-70%	-3%	-6%	25%
3	6%	0%	-6%	0%	-19%
4	-1%	-2%	0%	3%	3%
5	1.8µM*	79%	15µM*	-2%	-20%
6	12%	-15%	1%	-6%	-3%
7	-2%	4%	-6%	2%	u
8	-5%	-8%	1%	2%	x
9	-3%	-28%	-10%	3%	38%
10	-5%	-59%&-54%	-4%	u	u
11	-1%	-14%	-4%	-5%	35%
12	4%	-95%[inhibitor]	-11%	-10%	2.5µM*

# 4 records drawn at random from those above:
no.	SMILES	MBNL1 CUG block	VP16 counter	NPC1 prom act	p53 reactivation	FLuc counter
3	CCOC(=O)CNC(=O)CSc1nnc(-c2ccco2)n1N	2%	1%	12%	-1%	1%
4	CC(Cc1ccccc1)NC(=O)CCCN1C(=O)c2ccccc2C1=O (stereo unspecified)	6%	0%	0%	-3%	-1%
9	CN1C(=O)/C(=C/c2cccc(Cl)c2)Sc2ccc(C(=O)N3CCOCC3)cc21	u	-3%	-11%	13%	-16%
11	CCOC(=O)N1CCC(NC(=O)CS(=O)(=O)Cc2nc(-c3ccccc3Cl)oc2C)CC1	2%	2%	2%	-5%	1%

no.	Rab9 prom act	BRCA1 expr up	ELG1 genotox	uPA generation	RORg inh
3	6%	0%	-6%	0%	-19%
4	-1%	-2%	0%	3%	3%
9	-3%	-28%	-10%	3%	38%
11	-1%	-14%	-4%	-5%	35%

# Molecules listed so far that contain an aryl thioether with sulfur outside any ring (two):
no.	SMILES	MBNL1 CUG block	VP16 counter	NPC1 prom act	p53 reactivation	FLuc counter
2	COC(=O)c1c(NC(=O)CSc2nncs2)sc2c1CCCCC2	-5%	-5%	1%	4%	u
3	CCOC(=O)CNC(=O)CSc1nnc(-c2ccco2)n1N	2%	1%	12%	-1%	1%

no.	Rab9 prom act	BRCA1 expr up	ELG1 genotox	uPA generation	RORg inh
2	-2%	-70%	-3%	-6%	25%
3	6%	0%	-6%	0%	-19%

# (listing goes on)
no.	SMILES	MBNL1 CUG block	VP16 counter	NPC1 prom act	p53 reactivation	FLuc counter
13	Cc1cc(C)c2sc(NC(=O)C3CC3)nc2c1	4%	-30%	u	5%	u
14	CN(C)c1cc(-c2ccc(Cl)cc2)oc(=O)c1Cl	u	-1%	3%	0%	-10%
15	CCN(CC)CCN(C)C(=O)CCc1nnc(-c2ccc(C)s2)o1	-15%	21%	1%	6%	-2%
16	CCOC(=O)C1CCCN(S(=O)(=O)c2c(C(=O)N3CCCCC3)c(C)n(C)c2C)C1 (stereo unspecified)	0%	-12%	3%	3%	-2%
17	COCCCN1C(=O)/C(=C\c2cccs2)C(C(=O)OC)=C1C	2%	16%[10 µM]	1%	-1%	-3%
18	COc1ccc(C)cc1NC(=O)C(NCC(O)c1ccccc1)c1ccccc1 (stereo unspecified)	-7%	20%	-1%	3%	-1%
19	Cc1cccc(-[n+]2c(-c3cccc(Br)c3)[nH]c3nc4ccccc4nc32)c1	-4%	2%	1%	-1%	-1%
20	CCN(CC(F)(F)C(F)F)S(=O)(=O)c1ccc(NC(=O)OC)cc1	-5%	-7%	-1%	-6%	0%
21	O=C(Cc1cc(=O)[nH]c(=O)[nH]1)N1CCC(Cc2ccccc2)CC1	15%	4%	-1%	-8%	0%
22	O=C(COC(=O)c1cccs1)c1ccc2c(c1)OCCO2	-5%	-4%	1.6µM*	18%	0.076µM*
23	O=C(CSc1nc(-c2ccccc2)cs1)NCc1ccco1	-1%	9%	0%	11%	u
24	O=C1N[C@@H](Cc2c[nH]c3ccccc23)COC(=O)[C@H](Cc2ccc(F)cc2)C/C=C\C[C@H]1CC(=O)N(CCO)Cc1ccccc1	x	x	x	-3%	x

no.	Rab9 prom act	BRCA1 expr up	ELG1 genotox	uPA generation	RORg inh
13	u	-29%	0%	-10%	6.3µM*
14	5%	-7%	-1%	-1%	-2%
15	-2%	31%	4%	-2%	-4%
16	1%	9%	0%	2%	-13%
17	-3%	-21%	5%	0%	1%
18	-1%	-49%	2%	-1%	4%
19	-4%	-2%	-9%	9%	-19%
20	-2%	3%	-4%	6%	2%
21	-1%	3%	2%	-11%	5%
22	0.32µM*	u	10µM*	3%	-32%
23	3%	25%	23µM*	-1%	u
24	x	-51%	-6%	u	x

# (listing goes on)
no.	SMILES	MBNL1 CUG block	VP16 counter	NPC1 prom act	p53 reactivation	FLuc counter
25	O=S(=O)(Nc1ccncc1)c1ccc(Cl)cc1	0%	1%	-4%	-1%	-1%
26	CCCn1nnnc1COc1ccc(C(N)=O)cc1	-3%	1%	-2%	3%	-1%
27	Cc1ccc(NC(=O)/C(=C\c2cccc([N+](=O)[O-])c2)NC(=O)c2cccs2)cc1	1%	-7%	-4%	4%	5%
28	COc1cc(OC)c(C2=NOC(C(=O)Nc3ccc4c(c3)OCO4)C2)cc1Cl (stereo unspecified)	1%	-14%	-2%	-3%	-14%
29	Cc1ccc2c(c1)cc(CN(Cc1cccs1)C(=O)c1ccco1)c1nnnn12	2%	3%	1%	-4%	8%
30	CN1CC(=O)N(C)c2ncn(Cc3ccccc3)c2C1=O	-5%	-8%[0.365 µM]	0%	0%	5%
31	Cc1sc2ncnc(N3CCC(C(=O)Nc4ccc(OC(F)F)c(Cl)c4)CC3)c2c1C	x	x	x	9%	x
32	COCCn1cc(C(=O)NCCCN2CCC(C)CC2)c2c3ccccc3n(C)c2c1=O	9%	-9%	0%	-6%	-2%
33	COc1ccc(CNC(=O)C2CC(=O)N(C3CCCCC3)C2)cc1 (stereo unspecified)	-13%	-4%	1%	11%	-2%
34	S=C(NCCC(c1ccccc1)c1ccccc1)Nc1ccc(Cl)cc1	7%	u	1%	-12%	3%
35	C=CCn1cnnc1SCC(=O)NCC1COc2ccccc2O1 (stereo unspecified)	x	x	0%	0%	-1%
36	Cc1ccc(N(CC(=O)NCCSCc2ccco2)S(=O)(=O)c2ccc(F)cc2)cc1	-6%	8%	-3%	0%	6%

no.	Rab9 prom act	BRCA1 expr up	ELG1 genotox	uPA generation	RORg inh
25	-2%	4%	-1%	x	0%
26	9%	2%	0%	1%	8%
27	0%	0%	13%	-1%	1%
28	-4%	1%	10%	-4%	26%
29	1%	-44%	-9%	-5%	-5%
30	-1%	6%	-7%	0%	4.5µM*
31	x	-57%	-6%	6%	x
32	-14%	-17%	5%	x	17%
33	18%	25%	2%	3%	-2%
34	0%	-57%	-14%	8%	7.9µM*
35	0%	12%	-1%	0%	x
36	-16%	-29%	-5%	-5%	u

# Next entries
no.	SMILES	MBNL1 CUG block	VP16 counter	NPC1 prom act	p53 reactivation	FLuc counter
37	O=C(CCCCCNC(=O)c1ccccc1)N/N=C/c1ccc(F)cc1	-1%	5%	1%	4%	-1%
38	CC1CCCCC1NC(=O)CN1CCC(O)(c2ccc3c(c2)OCO3)CC1 (stereo unspecified)	3%	-2%	-4%	-3%	-1%
39	CC(C)(C)c1ccc(NC(=O)c2c(F)cccc2Cl)cc1	-9%	-4%	12%	2%	17µM*
40	Cc1noc(C)c1C(=O)OCC(=O)Nc1ncc(Cl)c(C)c1Cl	x	x	x	-3%	x
41	CCOC(=O)c1nnc(-c2cccs2)nc1Oc1ccccc1C(=O)OC	11%	10%	-2%	-2%	-22%
42	CCCCn1c(=O)c2ccccc2n2c(=S)[nH]nc12	-1%	u	-4%	1%	2%

no.	Rab9 prom act	BRCA1 expr up	ELG1 genotox	uPA generation	RORg inh
37	1%	17%	8%	3%	12%
38	-1%	-21%	-2%	-2%	9%
39	u	83%	7%	-11%	u
40	x	-6%	1%	3%	x
41	-2%	-12%	6%	2%	4%
42	-3%	-18%	3%	x	10µM*

# Screening data (PubChem BioAssay)
